Source: PubChem BioAssay
EP2 mod: EP2 receptor (human) modulation. P43116. EP2-expressing cells, cAMP HTRF FRET, PGE2 co-stimulation. induction, % at 25 µM. 260,000 tested, 0.83% active;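 active = compounds whose cAMP rise, as percent of the full-agonist control response, exceeds 60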;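 note: rat C6 glioma line stably carrying human EP2 under a CMV promoter; the protocol text gives 20 µM as final concentration; 100% = response of wells given 1 µM PGE2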
Target sequence (P43116 whole entry, looked up): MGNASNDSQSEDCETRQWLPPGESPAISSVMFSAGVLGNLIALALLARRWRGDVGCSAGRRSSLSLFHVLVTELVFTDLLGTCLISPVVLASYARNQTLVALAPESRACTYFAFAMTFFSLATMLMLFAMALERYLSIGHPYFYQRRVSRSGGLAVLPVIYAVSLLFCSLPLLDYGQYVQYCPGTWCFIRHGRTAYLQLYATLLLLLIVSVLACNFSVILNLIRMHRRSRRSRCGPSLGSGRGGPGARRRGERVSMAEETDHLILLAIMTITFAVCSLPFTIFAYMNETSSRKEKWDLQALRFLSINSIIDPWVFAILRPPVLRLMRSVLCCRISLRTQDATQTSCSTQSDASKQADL
Starred values were filed as active, the others as inactive. An excerpt; rates above refer to the full screens.

SMILES	EP2 mod
Cc1ccnc(-n2cccc2CN2CCC3(CC2)NC(=O)c2ccccc2O3)c1	-15
CN(C)c1ccc(-c2nnn(CC(=O)N3CCc4ccccc43)n2)cc1	19
Cc1c(-c2ccccc2)nc2ccccc2c1C(N)=O	5
CCOC(=O)c1cnc2c(Cl)cc(Cl)cc2c1NCCCCCO	15
COc1ccc(-n2c(SCC(=O)NC(C)(C)C)nnc2-c2ccccn2)cc1	0
CCC(=O)Nc1ccccc1N1CCN(C(=O)C(C)C)CC1	14
COc1ccccc1CC(=O)N1C2CCC1CC(O)(c1ccco1)C2 (stereo unspecified)	1
CCCn1c(SCC(=O)Nc2ccc(C(C)=O)cc2)nnc1-c1ccoc1C	1
CC(C)(C)C(=O)NCCn1nc(-c2cccs2)ccc1=O	15
C[C@@H](Cn1nnc2ccccc21)NC(=O)CSc1ccncc1	-20
O=C(NC1CCCCC1)c1cc(-c2ccccc2)on1	-14
CC(C)(C)NC(=O)CN(C(=O)CNC(=O)c1cccs1)c1ccc(F)cc1	-18
CCN1CCCC1CN(Cc1ccc(O)c(OC)c1)Cc1ccccn1 (stereo unspecified)	1
Cc1nccn1CCC(=O)N1CCCC(n2nc(-c3cccs3)ccc2=O)C1 (stereo unspecified)	-1
Cc1cccc2cc(C(c3nnnn3CC3CCCO3)N3CCc4ccccc43)c(=O)[nH]c12 (stereo unspecified)	-4
CCc1ccc2[nH]c(=O)c(CN(CCO)C(=S)NCc3ccco3)cc2c1	1
COc1ccc(C(NC(=O)c2cccnc2)c2nccn2C)cc1OC (stereo unspecified)	-33
Cc1cc(NC(=O)Cc2ccccc2)ccc1NC(=O)c1ccco1	-11
Cc1ncc(-c2ccncc2)c(C2CCN(C(=O)c3cnsc3)CC2)n1	-31
COc1ccc(OC)c(C(=O)CSc2nnc(COc3ccc(C)cc3)o2)c1	10
CC1(C(=O)Nc2ccccc2C(F)(F)F)Cc2ccccc2C(=O)O1 (stereo unspecified)	-15
Cc1cc(NC(=O)c2ccc(F)cc2)ccc1NC(=O)c1ccco1	-19
CCN(Cc1ccccc1)C(c1cc2ccc(OC)cc2[nH]c1=O)c1nnnn1C(C)(C)CC (stereo unspecified)	22
CCCc1c(C)[nH]c2ccc(OC)cc2c1=O	-32
CC(=O)c1ccc(NC(=O)CSc2ncccc2-c2nc3ccccc3[nH]2)cc1	-61
COc1ccc(S(=O)(=O)N2CCC(C(=O)Nc3ccccc3SC)CC2)cc1	-89
S=C(Nc1ccccc1Cl)N(CCc1nc2ccccc2[nH]1)C1CCCC1	-52
Cc1sc(NC(=O)CN(C(=O)c2cccs2)C2CCCC2)c(C(N)=O)c1C	-31
COc1cc(OC)cc(C(=O)N2CCC(C(=O)Nc3ccc(Cl)cc3)CC2)c1	-21
COc1cc(NS(=O)(=O)c2ccc(NC(=S)NC(=O)c3ccc(F)cc3)cc2)nc(OC)n1	-128
COCCNS(=O)(=O)c1ccc(-n2cnnn2)c(OC)c1	1
CCc1nnc(SCC(=O)N2c3ccc(F)cc3CCC2C)n1C (stereo unspecified)	-12
CCc1c(C)sc(NC(=O)CSc2nc(-c3ccc(OC)cc3)cc(C(F)(F)F)n2)c1C#N	-8
Cc1cccc2cc(CN(CCCO)Cc3nnnn3Cc3ccc(F)cc3)c(=O)[nH]c12	-8
CCn1c(SCC(=O)Nc2cccc(C)c2)nnc1-c1ccco1	-11
CCOc1ccc2[nH]c3c(c2c1)CN(C(=O)c1cnc(C(C)(C)C)nc1)CC3	-90
COc1cc(Cl)ccc1NC(=O)c1cnn2c(C)cc(C)nc12	1
Cc1ccc(NC(=O)CSc2nnc(-c3cccnc3)n2C)cc1C	-21
O=C(Cc1ccc(F)cc1)N1CCC(c2ccc3c(c2)OCO3)CC1	-19
COc1ccc(-n2nnnc2SCC(=O)c2ccc(NC(C)=O)cc2)cc1	-105
Cc1ncc(-c2ccncc2)c(C2CCN(C(=O)c3cccc4nccnc34)CC2)n1	-14
CCOc1ccc(NC(=O)COC(=O)C2CC(=O)N(c3ccc(F)cc3)C2)cc1 (stereo unspecified)	-28
COc1ccccc1C(C(=O)NC(C)(C)C)N(C(=O)c1csnn1)C1CC1 (stereo unspecified)	-29
CC(=O)Nc1cccc(NC(=O)CN2CCC(O)(c3ccccn3)CC2)c1	-15
CC(=O)Nc1c(C(=O)O)[nH]c2ccc(C)cc12	-23
CCOc1ccc(NC(=O)CCSc2nc(-c3ccc4c(c3)OCO4)cc(C(F)(F)F)n2)cc1	-31
COc1ccc(CCNC(=O)C2CCN(C(=O)c3ccc(OC)c(OC)c3)CC2)cc1	-15
CC(C)OC(=O)CSc1nc2ccccc2n1CC(=O)N1CCOCC1	-20
COc1cc(OC)c(-c2nc3cnccn3c2NCc2ccco2)cc1OC	-2
Cc1cccc2cc(C#N)c(N3CCCN(S(=O)(=O)c4ccccc4F)CC3)nc12	42
C=C(C)C1Cc2cc(/C=C/C(=O)O)c(O)cc2O1 (stereo unspecified)	-21
CC1CCCN(CCC(=O)Nc2ccccc2Cl)C1 (stereo unspecified)	-7
COc1ccc(NC(=O)COC(=O)C2CC(=O)N(c3ccc(F)cc3)C2)cc1 (stereo unspecified)	-10
CCn1c(N2CCC(C(=O)Nc3ccccc3OC)CC2)nc2ccccc21	0
O=C(O)[C@H]1CC=CC[C@@H]1C(=O)Nc1cccc(O)c1	30
CC(=O)Nc1ccc(S(=O)(=O)N2CCCC(c3[nH]ncc3S(C)(=O)=O)C2)cc1 (stereo unspecified)	0
CCOC(=O)c1cc(C(=O)OCC)c(=S)[nH]c1O	12
CCCc1nnc(SCC(=O)Nc2cc(C)on2)n1CC	8
CCc1nnc(NC(=O)CSc2nnc3c(C)cc4cc(C)cc(C)c4n23)s1	1
Cc1ccc(N2CCN(CC(O)c3ccc4c(c3)OCCCO4)CC2)c(C)c1 (stereo unspecified)	-39

Filtered by structure, the entries above containing a furan ring, fused or not
SMILES	EP2 mod
COc1ccccc1CC(=O)N1C2CCC1CC(O)(c1ccco1)C2 (stereo unspecified)	1
CCCn1c(SCC(=O)Nc2ccc(C(C)=O)cc2)nnc1-c1ccoc1C	1
CCc1ccc2[nH]c(=O)c(CN(CCO)C(=S)NCc3ccco3)cc2c1	1
Cc1cc(NC(=O)Cc2ccccc2)ccc1NC(=O)c1ccco1	-11
Cc1cc(NC(=O)c2ccc(F)cc2)ccc1NC(=O)c1ccco1	-19
CCn1c(SCC(=O)Nc2cccc(C)c2)nnc1-c1ccco1	-11
COc1cc(OC)c(-c2nc3cnccn3c2NCc2ccco2)cc1OC	-2

Next compounds follow.
SMILES	EP2 mod
O=C(CSc1nc2ccccc2n1CC(=O)N1CCCC1)Nc1ccc(Cl)cc1	-47
C=CCn1c(SCCc2ccccc2)nc2c1c(=O)n(C)c(=O)n2C	14
COc1ccc(C2(NC(=O)c3cnc(N4CCOCC4)nc3)CCCC2)cc1	-28
O=C(O)c1ccc(-c2ccc3ccccc3c2)s1	-106
CCC(c1nnnn1Cc1ccc(OC)cc1)N1CCN(C(=O)c2ccco2)CC1 (stereo unspecified)	16
O=C(c1ccncc1)N1CCC(n2nnc(-c3ccc(F)cc3)n2)CC1	-37
CC(=O)Nc1ccc2nc(C3CC3)n(Cc3ccc(F)cc3)c(=O)c2c1	8
CC(C)c1nccn1CCC(=O)NC1(c2ccc(F)cc2)CCCC1	-41
COc1cccc(NC(=O)CSc2nnc(COc3ccc(C)cc3)n2C)c1	-88
CCCc1cc(C(=O)NCCN2CCC(O)(c3ccc(C)cc3)CC2)n[nH]1	-16
CCn1c(N2CCC(C(=O)NCc3cccnc3)CC2)nc2ccccc21	-31
CCN1CC=C2C(C#N)=C(N)C(C#N)(C#N)C(c3ccc(OC)c4ccccc34)C2C1 (stereo unspecified)	-24
CCOc1cccc(C2C(C(=O)c3cccs3)=C(O)C(=O)N2CCCN(C)C)c1 (stereo unspecified)	21
CC1CC(C)CN(S(=O)(=O)c2ccccc2)C1 (stereo unspecified)	-15
Cc1ccc(C(=O)N2CCCc3ccccc32)c(F)c1F	62*
Cn1c(SCC(=O)Nc2cccc(Cl)c2)nnc1-c1ccco1	-44
COc1cc2cc(CN(Cc3nnnn3CC3CCCO3)C3CCCCC3)c(=O)[nH]c2cc1OC (stereo unspecified)	-37
Cc1ccc(-c2cc(C(F)(F)F)nn2-c2ccc(S(N)(=O)=O)cc2)cc1	66*
Cc1cccc2cc(C#N)c(N3CCOCC3)nc12	38
CCOC(=O)Cn1nc2c(C)cc3cc(OC)ccc3n2c1=O	-20
CCCn1c(SCC(=O)Nc2ccc(C)c(Cl)c2)nnc1-c1ccncc1	-49
O=C(c1ccc(Cl)c(F)c1F)N1CCCc2ccccc21	23
CC1CN(c2nc3c(c(=O)[nH]2)CCN(Cc2cc4c(cc2Cl)OCO4)C3)CC(C)O1 (stereo unspecified)	-31
CC1=NN(c2ccccc2)C(=O)C1c1cc(C)nc2ncnn12 (stereo unspecified)	13
Cc1ccc(CN(Cc2cc3c(C)cc(C)cc3[nH]c2=O)Cc2nnnn2CC2CCCO2)cc1 (stereo unspecified)	47
c1ccc(CCN2CCN=C2Cc2ccccc2)cc1	22
CC(C)(C)C1=NN(CC(=O)NC2CC2)C(=O)c2cc3ccccc3n2C1	-29
COc1ccc(NC(=O)N(Cc2cc3cccc(C)c3[nH]c2=O)C2CCCCC2)cc1	-53
O=[N+]([O-])c1ccc(S(=O)(=O)Cc2ccccc2)c2nonc12	16
CCN(C(C)=O)c1nc2ccccc2s1	-59
Cn1ccnc1C1(O)CC2CCC(C1)N2C(=O)N1CCOCC1 (stereo unspecified)	-26
CC(=O)c1ccc(NC(=O)CN2CCC(n3nnc4cc(C(F)(F)F)ccc43)CC2)cc1	-56
C[C@]12C=CC(=O)C=C1CCC1C3C[C@@H](O)[C@](O)(C(=O)CO)[C@@]3(C)C[C@H](O)[C@@]12F (stereo partly specified)	15
CCc1cc2cc(C)cc(C)c2nc1SCC(=O)NNC(=O)C(C)C	-24
CCc1ccc2[nH]c(=O)c(C(c3nnnn3Cc3ccccc3)N3CCN(CC)CC3)cc2c1 (stereo unspecified)	-21
Cn1c(=O)c2c(nc(NC3CCCCC3)n2CCC#N)n(C)c1=O	28
Cc1cccc(C2(O)CCN(C(=O)CCn3nc(C)c(C)c3C)CC2)c1	-10
COc1ccc(C2(NC(=O)COc3ccc4nncn4n3)CCCCC2)cc1	-21
O=C(c1cnn2cccnc12)N1CCC(c2ncncc2-c2ccncc2)CC1	0
Nc1ccc(N2Cc3ccccc3-c3ccccc3C2)cc1	41

Random excerpt: 5 records from the list.
SMILES	EP2 mod
CCCn1c(SCC(=O)Nc2ccc(C)c(Cl)c2)nnc1-c1ccncc1	-49
CC(=O)c1ccc(NC(=O)CN2CCC(n3nnc4cc(C(F)(F)F)ccc43)CC2)cc1	-56
CC1=NN(c2ccccc2)C(=O)C1c1cc(C)nc2ncnn12 (stereo unspecified)	13
Cn1c(=O)c2c(nc(NC3CCCCC3)n2CCC#N)n(C)c1=O	28
COc1ccc(C2(NC(=O)COc3ccc4nncn4n3)CCCCC2)cc1	-21

Following part.
SMILES	EP2 mod
COc1ccc(NC(=O)Cn2ncc3cccn3c2=O)cc1	-13
CCOc1cccc(C(=O)Nc2nnn(C)n2)c1	-7
NCCCCCc1nc2ccccc2[nH]1	6
Cc1cc2cc3c(cc2n2c(SCC(=O)N4CCCCCC4)nnc12)OCO3	-11
Cc1cccc2cc(CN(Cc3ccco3)S(=O)(=O)c3cccc4nsnc34)c(=O)[nH]c12	-30
CCCNC(=O)N1CCC(n2c(C)nc3cccnc32)CC1	-1
CCCCCCCCCCCCCCC(C(=O)O)C(O)(CC(=O)OC)C(=O)O (stereo unspecified)	17
C=COCCNC(=O)Cn1nc(C)n2c(cc3ccsc32)c1=O	-7
O=C1NC2=C(C(=O)N(CCN3CCCC3)C2)C(c2ccc(Cl)c(Cl)c2)N1 (stereo unspecified)	-39
O=c1c2c([nH]c3ccc(Br)cc13)CCCC2	-39
COCCN1C(=O)C(=O)/C(=C(\O)c2cc(C)ccc2C)C1c1ccc(O)c(OC)c1 (stereo unspecified)	0
COc1ccc2cc(C)c3nn(CN4CCCC(O)C4)c(=O)n3c2c1 (stereo unspecified)	2
O=C(c1nccs1)C1CCN(C(=O)c2ccc(OC3CSC3)cc2)CC1	-29
CC(c1ccccc1F)n1cc(C(=O)NCCCN2CCOCC2)nn1 (stereo unspecified)	2
COc1cccc(N(C(=O)Cc2cccs2)C(C(=O)NC2CCCC2)c2ccccc2)c1 (stereo unspecified)	19
Cn1c(N2CCC(C(=O)Nc3ccc(F)cc3)CC2)nc2ccccc21	-28
CCC(c1nnnn1C(C)(C)CC)N(Cc1cccnc1)Cc1cc2ccc(C)c(C)c2[nH]c1=O (stereo unspecified)	5
COc1ccc2nc(NC(=O)CN3CCC(NC(=O)C4CCCCC4)CC3)sc2c1	36
CC[C@H](Cn1nc(-c2cccs2)ccc1=O)NC(=O)Cc1nn(C)c(=O)c2ccccc12	16
Cc1cc(C(=O)Nc2ccccc2)c2ccccc2n1	-21

Arranged by the number under EP2 mod (descending): 3 from the list above.
Molecule,EP2 mod
CCCCCCCCCCCCCCC(C(=O)O)C(O)(CC(=O)OC)C(=O)O (stereo unspecified),17
CC[C@H](Cn1nc(-c2cccs2)ccc1=O)NC(=O)Cc1nn(C)c(=O)c2ccccc12,16
CCCNC(=O)N1CCC(n2c(C)nc3cccnc32)CC1,-1

Remaining list, next part
SMILES	EP2 mod
CC(=O)Nc1ccc(S(=O)(=O)N2CCCC(c3nc(-c4ccc(Cl)cc4)no3)C2)cc1 (stereo unspecified)	-43
CN(C)C(=O)COc1ccc2c(-c3ccccc3)cc(=O)oc2c1	-37
Cc1nn(CCC(=O)N[C@@H](Cn2nnc3ccccc32)C(C)C)c(C)c1C	-3
COC(=O)c1ccc(NC(=O)C(=O)NCc2ccc3c(c2)OCO3)cc1	6
Fc1cc(F)cc(CN(CCCn2ccnc2)Cc2ccccc2F)c1	19
Cc1cccc2cc3c(nc12)OC(C)C(=O)N(Cc1cccnc1)C3 (stereo unspecified)	-70
O=C(O)[C@H]1/C(=C/CO)O[C@@H]2CC(=O)N21	24
N[C@@H](Cc1ncccn1)C(=O)O	19
CCOc1ccc2[nH]c(=O)c(CN(CCO)C(=S)NCCCN(CC)CC)cc2c1	48
COc1ccc(C)cc1S(=O)(=O)N(C)CC(=O)NCc1ccc2c(c1)OCO2	-11
CCn1c(=O)c2c(nc(SCC(=O)Nc3cccc(Cl)c3C)n2C)n(C)c1=O	-27
Cc1ccc(-c2cc(N)c(=O)n(CC(=O)N3CCCCCCC3)n2)o1	-117
